aSyn 5UTR inh – 5' untranslated region of α-synuclein, MLPCN primary screen; alpha-synuclein 5'UTR reporter, inhibitor activity; AID 1813; 300,000 tested, 0.82% active; inhibition, % (tested at 7.5 µM); in the data active = inhibition above about 60%; inconclusive = no clear call, values can overlap the other calls;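 note: H4 neuroglioblastoma cells stably carrying SNCA 5'UTR luciferase fusion; 0% = DMSO wells and 100% = positive control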
SKKanGAS inh – blocks kanamycin growth of S. pyogenes SKKanGAS strain; BacTiter-Glo, 6 h; inhibition, % at 7.5 µM; 300,000 tested, 1.3% active; AID 1662;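 active = mean replicate score, as percent of positive control median, at least 50; inconclusive = mean below 50 but one replicate at or above 50; inactive = mean and every replicate below 50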;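 note: strain carries kanamycin resistance gene driven by streptokinase promoter and grows in 40 µg/ml kanamycin; loss of luminescence reflects streptokinase promoter inhibition or plain growth inhibition; 0% = median of DMSO wells and 100% = positive control at its reference dose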
TRPC4 act – TRPC4 (mouse) channel activation; Q9QUQ5; HEK293 TRPC4beta/mu-opioid, Fluo4 calcium fluorescence; hits give high values; B-score at 10 µM; 310,000 tested, 0.49% active;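 active = B-score above 5 SD of library B-scores, and initial fluorescence ratio not above library mean plus 5 SD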;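 note: positive B-score marks a calcium rise read as TRPC4 activation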
Target sequence (Q9QUQ5 whole entry, looked up): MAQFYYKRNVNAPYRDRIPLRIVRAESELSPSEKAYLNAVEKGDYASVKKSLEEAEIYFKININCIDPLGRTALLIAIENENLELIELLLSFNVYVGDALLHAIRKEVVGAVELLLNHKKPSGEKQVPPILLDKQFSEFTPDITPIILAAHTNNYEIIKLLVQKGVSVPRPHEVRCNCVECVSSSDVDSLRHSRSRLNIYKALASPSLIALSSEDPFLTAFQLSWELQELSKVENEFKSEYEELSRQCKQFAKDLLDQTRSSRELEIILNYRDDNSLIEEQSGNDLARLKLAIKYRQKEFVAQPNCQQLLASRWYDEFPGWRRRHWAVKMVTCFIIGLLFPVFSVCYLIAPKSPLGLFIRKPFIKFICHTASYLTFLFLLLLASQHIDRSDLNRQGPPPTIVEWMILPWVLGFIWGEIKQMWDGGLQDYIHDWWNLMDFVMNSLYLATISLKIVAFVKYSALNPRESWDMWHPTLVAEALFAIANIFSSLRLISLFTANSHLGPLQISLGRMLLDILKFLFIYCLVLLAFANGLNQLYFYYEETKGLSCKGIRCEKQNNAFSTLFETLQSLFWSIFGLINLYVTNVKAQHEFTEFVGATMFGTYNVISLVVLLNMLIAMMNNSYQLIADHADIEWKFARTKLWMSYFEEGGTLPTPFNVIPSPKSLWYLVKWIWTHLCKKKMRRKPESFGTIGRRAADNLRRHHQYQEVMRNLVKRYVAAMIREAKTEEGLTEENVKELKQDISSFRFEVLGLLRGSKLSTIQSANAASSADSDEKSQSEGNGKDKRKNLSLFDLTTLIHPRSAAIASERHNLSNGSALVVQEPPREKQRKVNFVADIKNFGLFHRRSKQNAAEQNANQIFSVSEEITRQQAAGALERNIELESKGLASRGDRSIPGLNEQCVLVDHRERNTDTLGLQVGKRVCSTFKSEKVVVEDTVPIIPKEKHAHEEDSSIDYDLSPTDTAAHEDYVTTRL
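Assay system: HEK293 stable line with TRPC4beta plus mu-opioid receptor; schedule: 45 min room-temperature Fluo4 loading, 110 s read; technique: kinetic Fluo4 calcium fluorescence; evaluation: integrated baseline-normalised fluorescence ratio, converted to per-well B score; controls: buffer (low) and maximal DAMGO (high)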
HIF activator – HIF pathway transcriptional activation; activation, % at 7.5 µM (by protocol); AID 1910; U2OS HRE-luciferase reporter, luminescence; normalized: DMSO 0%, desferrioxamine 100%; 300,000 tested, 0.32% active;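 active = mean activation of at least 10% of the iron chelator positive control signal, with at least half of replicates also reaching 10%; inconclusive = mean and replicate majority disagree about reaching 10%; inactive = mean and most replicates under 10%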
TRPC6 inh – mouse TRPC6 channel inhibition; Q61143; HEK293-TRPC6, membrane potential dye, ACh-evoked depolarization; hits give low values; B-score at 10 µM; 310,000 tested, 1.1% active;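 active = B-score under library mean minus 3 SD, initial fluorescence not abnormally high, positive integrated signal ratio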;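 note: B-score derived from integrated fluorescence ratio over the kinetic read; more negative B-score means stronger inhibition of depolarization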
IEC-6 tox – IEC-6 cytotoxicity, counter-screen for KLF5 inhibitors. luminescence viability. inhibition, % at 5 µM. 290,000 tested, 0.78% active. AID 1825; in the data active = inhibition above about 22%;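 note: 0% = plate median of test compound wells and 100% = cytotoxic reference compound wells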
MrgX1 antagonist – antagonists of human MrgX1 receptor | Q96LB2 | MRGX1-HEK293 calcium flux, Fluo-4, BAM8-22 antagonism; hits give low values | B-score at 10 µM | 310,000 tested, 1.3% active;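 active = calcium-response B-score plate-corrected more than 3 library SD below zero, starting fluorescence within 5 deviations, no agonist response on first addition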;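 note: peak minus trough fluorescence over baseline after final BAM8-22 challenge near maximal dose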
KLF5 inh – suppresses KLF5 promoter-driven expression; 290,000 tested, 0.23% active; DLD-1 KLF5 promoter-luciferase reporter, luminescence; inhibition, % at 5 µM; AID 1700;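 active = inhibition above a per-plate limit of that plate's mean compound inhibition plus 3 SD, cut at about 60% in these data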;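 note: 0% = DMSO wells and 100% = LY294002 at 200 µM; higher means less KLF5 promoter-driven luciferase light; inactives centre near -14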
TRPC4 inh – TRPC4 (mouse) channel inhibition; Q9QUQ5; HEK293 TRPC4beta/mu-opioid, DAMGO-evoked Fluo4 calcium flux; hits give low values; B-score at 10 µM; 300,000 tested, 0.39% active; AID 2247;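 active = B-score over 3 SD under the library average, no early fluorescence shift, positive overall ratio signal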
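System: stable TRPC4beta/mu-opioid receptor HEK293 cells; Dosing: single-point compound dosing; Measured by: Fluo4 Ca2+ flux fluorescence; Read-out basis: per-well B score of integrated baseline-normalized Fluo4 ratio.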
TRPC4 PAM – TRPC4 (mouse) allosteric potentiation; AID 2227; Q9QUQ5; HEK293 TRPC4beta/mu-opioid, DAMGO EC20, Fluo-4 Ca2+ flux; hits give high values; 310,000 tested, 0.42% active; B-score at 10 µM;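 active = B-score of calcium response area above 5 SD of library B-scores, with initial fluorescence ratio within 5 SD of library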;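 note: B-score of integrated fluorescence ratio over time as area under calcium response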
TRPC6 act – activates the mouse TRPC6 cation channel | Q61143 | HEK293-TRPC6 membrane potential dye fluorescence; hits give high values | B-score at 10 µM | 310,000 tested, 0.13% active | AID 2550;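 active = B-score of the integrated fluorescence ratio above library mean plus 3 SD, and starting fluorescence ratio within library mean plus 5 SD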;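 note: higher score means more depolarization so channel activation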
Starred values were filed as active, the others as inactive; i = inactive; ? = inconclusive; · = not tested or not shown.

SMILES	aSyn 5UTR inh	SKKanGAS inh	TRPC4 act	HIF activator	TRPC6 inh	IEC-6 tox	MrgX1 antagonist	KLF5 inh	TRPC4 inh	TRPC4 PAM	TRPC6 act
CCOC(=O)c1cnc(-n2nc(C)cc2C)nc1NC1CCCCC1	35	83*	i	-0.2	i	12	-4.9*	-27	i	18*	i
O=S(=O)(c1ccc(F)c(F)c1F)N1CCN(C(=S)Nc2ccccc2)CC1	8	12	i	-0.2	i	-1	i	-37	i	i	i
Cc1cc(C(=O)COc2ccc(-c3nnco3)cc2)c(C)n1Cc1ccccc1	0	1	i	-0.9	i	2	i	-19	i	i	i
COc1cc(C(=O)Nc2ccc3c(c2)OCO3)ccc1OCc1c(C)noc1C	-12	-7	i	-0.2	i	3	i	-42	i	i	i
O=C(c1ccc(Cl)cc1)C1CCCN(Cc2cnn(-c3ccccc3)c2)C1 (stereo unspecified)	23	-1	i	0.2	i	2	i	-18	i	i	i
CCN(CC)S(=O)(=O)c1cc(OC)c(C)cc1C	-4	-2	i	0.0	i	-3	i	-34	i	i	i
Cc1nn(-c2ccccc2)c(C)c1/C=N/NC(=O)CSc1nc2ccccc2c(=O)n1-c1ccccc1	40	25	i	-0.8	i	0	i	-7	i	i	i
Cc1ccccc1CS(=O)(=O)Cc1ccc(C(=O)N2CCOCC2)o1	17	-5	i	0.3	i	1	i	-24	i	i	i
Cn1c(N=Nc2ccccc2)nc2ccccc21	-19	47	i	0.1	i	38*	i	-190	i	i	i
CCCn1c(=O)c(F)cn(Cc2ccc(OC)c([N+](=O)[O-])c2)c1=O	-3	9	i	-0.3	i	-6	i	6	i	i	i
COC(=O)c1cccc(CSC(=S)N2CCCC2)c1	-8	6	i	-1.3	i	4	i	-10	i	i	13*
CCOc1ccc(C2=C/C(=C/c3cccnc3)C(=O)O2)cc1	-32	-10	i	-0.5	i	3	i	-23	i	i	i
C=CCSc1nnc(NC(=O)CSc2nc(CCC)cc(=O)[nH]2)s1	3	5	i	-0.1	i	-9	i	-5	i	i	i
NC(=O)C1CCN(C(=O)CCC(=O)N2CCOc3ccc(Cl)cc32)CC1	5	-4	i	0.1	i	-7	i	-5	i	i	i
O=C(N=C1SC2CS(=O)(=O)CC2N1c1cccc(Cl)c1Cl)C1CC1 (stereo unspecified)	-4	-2	i	-0.8	i	-2	i	9	i	i	i
Cc1cccc(-c2nnc(-c3ccc(N)cc3)o2)c1	-21	-13	i	-0.8	i	-3	i	-101	i	i	i
O=C(NC(NC1CCS(=O)(=O)C1)C(Cl)(Cl)Cl)c1cccc(Cl)c1 (stereo unspecified)	-8	-1	i	0.1	i	2	i	4	i	i	i
Cc1cc(C)c(NC(=O)Cc2ccc(-n3cccc3)cc2)c(C)c1	12	-9	i	0.1	i	-4	-5.5*	-8	i	i	i
CCOC(=O)c1c(NC(=O)Cn2nc(C(F)(F)F)cc2C)sc2c1CCC2	19	-5	i	0.5	i	-3	i	-12	i	i	i
O=C(N/N=C/c1ccc2c(c1)OCO2)c1cccc(NC(=O)c2ccccc2Cl)c1	-158	11	i	1.8	i	36*	i	20	i	i	i
O=C(COC(=O)c1ccc([N+](=O)[O-])s1)NCc1ccc(F)cc1	-7	16	i	-0.1	i	-14	i	-14	i	i	i
COCCCC1CCN(C(=O)C2CCC(=O)N(Cc3ccccc3F)C2)CC1 (stereo unspecified)	-6	-11	i	1.1	i	3	i	-26	i	i	i
COc1ccc(OC)c(-n2c(C)ccc2-c2ccc(S(C)(=O)=O)cc2)c1	-4	1	i	-0.2	i	0	i	-14	i	i	i
CC(C)(C)c1ccc(OCCC(=O)OCC(=O)NC2CCCCC2)cc1	4	5	i	-13	i	·	i	·	i	i	i
COc1ccccc1C1CCN(Cc2cccc(C(=O)N3CCC(O)CC3)c2)CC1	-3	-1	i	-12	i	2	i	-9	i	i	i

Records above that bear a hit mark in MrgX1 antagonist:
molecule	aSyn 5UTR inh	MrgX1 antagonist	KLF5 inh	TRPC4 PAM	TRPC6 act
CCOC(=O)c1cnc(-n2nc(C)cc2C)nc1NC1CCCCC1	35	-4.9*	-27	18*	i
Cc1cc(C)c(NC(=O)Cc2ccc(-n3cccc3)cc2)c(C)c1	12	-5.5*	-8	i	i

The list goes on.
SMILES	aSyn 5UTR inh	SKKanGAS inh	TRPC4 act	HIF activator	TRPC6 inh	IEC-6 tox	MrgX1 antagonist	KLF5 inh	TRPC4 inh	TRPC4 PAM	TRPC6 act
CCOC(=O)c1cnc2nc(N3CCOCC3)nn2c1N	-35	-3	i	0.3	i	2	i	-24	i	i	i
CCn1cc(C(=O)NCCCOC(C)C)c2cc(OC)c(OC)cc2c1=O	11	0	i	-0.4	i	-1	i	12	i	i	i
CCOC(=O)c1cnc2ccc(C(=O)OC)cc2c1NCCc1ccc(OC)c(OC)c1	-7	0	i	-0.8	i	-4	-6.4*	6	i	i	i
COc1ccc(OC)c(CN(CCN2CCOCC2)S(=O)(=O)c2ccc(NC(C)=O)cc2)c1	-2	-4	i	-0.7	i	-4	i	-24	i	i	i
Cn1ccnc1SCC(=O)c1cccc(C(F)(F)F)c1	-58	2	i	2.6	i	-5	i	-60	i	i	i
Cc1ccc2cc(CN(Cc3ccc(F)cc3)Cc3nnnn3C3CCCC3)c(=O)[nH]c2c1	21	3	i	-0.3	i	-1	i	-5	i	i	i
CCCCOCCCNCC(=O)Nc1ccc(S(N)(=O)=O)cc1	3	-5	i	-0.9	i	-1	i	-2	i	i	i
Cc1cc(C)n(CCC(=O)N2CCN(S(=O)(=O)c3ccc(C)c(C)c3)CC2)n1	43	-2	i	-1.2	i	2	i	-8	i	i	i
COc1ccc(S(=O)(=O)N2c3ccc(F)cc3CCC2C)cc1 (stereo unspecified)	112*	9	i	0.1	i	·	i	·	i	i	i
O=C(NCCCCNC(=O)c1cccnc1Cl)c1cccnc1Cl	6	-2	i	-0.3	i	0	-4.8*	-19	i	i	i
CCOC(=O)c1sc2nc(CSc3ccccc3)nc(N3CCC(C(N)=O)CC3)c2c1C	18	15	i	-1.0	i	3	i	-6	i	i	i
CC(C)CNC(=S)N(CCN(C)C)Cc1cc2cc3c(cc2[nH]c1=O)OCO3	-1	3	i	0.3	i	5	i	-3	i	i	i
Cc1ccc(S(=O)(=O)N2CCCOC2CNC(=O)C(=O)NCc2cccs2)cc1 (stereo unspecified)	13	-2	i	0.0	i	-2	i	18	i	i	i
O=C(CNC(=O)c1ccccc1)Nc1ccsc1C(=O)O	-8	4	i	-0.5	i	-1	i	-15	i	i	i
COc1cc(C(=O)N2CCN(c3cccc(C)c3C)CC2)cc(OC)c1OC	?	-7	i	0.7	i	82*	i	72*	i	i	i
CC(=O)Nc1cc[n+](C(C)C(=O)c2ccc(Cl)cc2)cc1 (stereo unspecified)	?	-5	i	-0.2	i	-6	i	-26	i	i	i
Cc1ccc(S(=O)(=O)N2C(=O)CCC2C(=O)Nc2ccc3c(c2)OCCO3)cc1 (stereo unspecified)	-37	-1	i	0.0	i	-2	i	-10	i	i	i
CC(=O)c1cccc(NC(=O)/C(=C\c2cccnc2)NC(=O)c2ccc(C)cc2)c1	12	0	i	-0.9	i	2	i	-10	i	i	i
O=C(CCc1nnc(CCCCc2ccccc2)o1)NCc1cc(F)ccc1F	-19	-3	i	0.0	i	5	i	-19	i	i	i
O=C(c1cc([N+](=O)[O-])ccc1N1CCCCC1)N1CCCCC1	-18	5	i	-0.6	i	5	i	-19	i	i	i
CCOc1ccccc1N1CCN(C(=O)Nc2cccc(Cl)c2)CC1	34	3	i	-0.7	i	6	i	-14	i	i	i
CC(C)(C)NS(=O)(=O)c1ccc(NS(C)(=O)=O)cc1	8	-1	i	-0.2	i	4	i	-7	i	i	i
CCCCOc1ccc(-c2nnn(CC(=O)NCCc3c[nH]c4ccccc34)n2)cc1	-58	9	i	-1.4	i	-3	i	26	i	i	i
Brc1ccc(OCc2cn3ccccc3n2)cc1	-17	-9	i	0.1	i	-5	i	-125	i	i	i
Cc1cc(C)c(S(=O)(=O)N(C)CC(=O)NCCCn2ccnc2)c(C)c1	7	5	i	0.3	i	2	i	5	i	i	i

Two entries from above, in markdown:
| compound | aSyn 5UTR inh | SKKanGAS inh | TRPC4 act | HIF activator | TRPC6 inh | IEC-6 tox | MrgX1 antagonist | KLF5 inh | TRPC4 inh | TRPC4 PAM | TRPC6 act |
| --- | --- | --- | --- | --- | --- | --- | --- | --- | --- | --- | --- |
| CCCCOc1ccc(-c2nnn(CC(=O)NCCc3c[nH]c4ccccc34)n2)cc1 | -58 | 9 | i | -1.4 | i | -3 | i | 26 | i | i | i |
| Brc1ccc(OCc2cn3ccccc3n2)cc1 | -17 | -9 | i | 0.1 | i | -5 | i | -125 | i | i | i |

Later entries:
SMILES	aSyn 5UTR inh	SKKanGAS inh	TRPC4 act	HIF activator	TRPC6 inh	IEC-6 tox	MrgX1 antagonist	KLF5 inh	TRPC4 inh	TRPC4 PAM	TRPC6 act
O=C(COC(=O)C1CCC(=O)N1)Nc1ccccc1Br (stereo unspecified)	-5	-1	i	-0.5	i	3	i	10	i	i	i
OCCN1CCN(c2ncnc3sc4c(c23)CCCC4)CC1	4	-8	i	0.1	i	12	i	-15	i	i	i
CCOC(=O)Cn1c(CN2CCc3ccccc3C2)nc2c1c(=O)n(C)c(=O)n2C	17	3	i	0.0	i	1	i	5	i	i	i
Cc1cc(C)n(-c2nnc(C)n2/N=C/c2ccccc2O)n1	1	-2	i	0.0	i	0	i	-8	i	i	i
CN(CC(=O)NCCc1ccccc1)S(=O)(=O)c1cnc[nH]1	-15	-10	i	0.2	i	-6	i	15	i	i	i
CCO[C@H]1OC(C(=O)NCc2nc3ccccc3[nH]2)=C[C@@H](c2ccc(Br)cc2)[C@@H]1CCCO	-4	13	i	1.9	i	·	i	·	i	i	i
CC(=O)N1CCN(C(=O)c2cc(S(=O)(=O)N3CCCCC3)ccc2Cl)CC1	3	-14	i	-0.2	i	·	i	·	i	i	i
Cc1ccc(C(=O)N2CC(=O)Nc3ccccc32)o1	-6	9	i	-0.5	i	-6	i	-23	i	i	i
O=C(CN1C(=O)C2CCCCC2C1=O)Nc1cccc([N+](=O)[O-])c1 (stereo unspecified)	-14	-7	i	-0.4	i	·	i	·	i	i	i
N#Cc1c(-c2ccccc2F)cc(C2CC2)nc1SCC(=O)c1cccs1	24	13	i	0.0	i	-1	i	12	i	i	i
O=C(NC1CCCC1)c1cccc(Cl)c1	3	-4	i	-0.1	i	4	i	-21	i	i	i
COc1ccc(/C(N)=N/O)cc1O	-4	6	i	0.1	i	-6	i	-21	i	i	i

High-throughput results deposited in PubChem BioAssay by several laboratories.
